Screening results deposited in PubChem by The Scripps Research Institute Molecular Screening Center.
GPR151 activ = activates the human receptor GPR151 | Q8TDV0 | PathHunter beta-arrestin GPR151 cells, luminescence | activation, % at 11.2 µM | 650,000 tested, 1% active | AID 1508602; in the data active = activation above about 4.9%;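 also: 0% = median of compound wells and 100% = cells with positive control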
FBW7 activator = human FBW7 E3 ligase activation, primary screen; 650,000 tested, 0.13% active; AlphaScreen FBW7–phospho-cyclin E peptide binding, activator screen; Q969H0; AID 1259310; normalized activity (activation), % at 26.1 µM; in the data active = normalized activity above about 1.9%;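 also: purified mutant Fbw7 with reduced substrate affinity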
Target sequence (Q969H0 whole entry, looked up): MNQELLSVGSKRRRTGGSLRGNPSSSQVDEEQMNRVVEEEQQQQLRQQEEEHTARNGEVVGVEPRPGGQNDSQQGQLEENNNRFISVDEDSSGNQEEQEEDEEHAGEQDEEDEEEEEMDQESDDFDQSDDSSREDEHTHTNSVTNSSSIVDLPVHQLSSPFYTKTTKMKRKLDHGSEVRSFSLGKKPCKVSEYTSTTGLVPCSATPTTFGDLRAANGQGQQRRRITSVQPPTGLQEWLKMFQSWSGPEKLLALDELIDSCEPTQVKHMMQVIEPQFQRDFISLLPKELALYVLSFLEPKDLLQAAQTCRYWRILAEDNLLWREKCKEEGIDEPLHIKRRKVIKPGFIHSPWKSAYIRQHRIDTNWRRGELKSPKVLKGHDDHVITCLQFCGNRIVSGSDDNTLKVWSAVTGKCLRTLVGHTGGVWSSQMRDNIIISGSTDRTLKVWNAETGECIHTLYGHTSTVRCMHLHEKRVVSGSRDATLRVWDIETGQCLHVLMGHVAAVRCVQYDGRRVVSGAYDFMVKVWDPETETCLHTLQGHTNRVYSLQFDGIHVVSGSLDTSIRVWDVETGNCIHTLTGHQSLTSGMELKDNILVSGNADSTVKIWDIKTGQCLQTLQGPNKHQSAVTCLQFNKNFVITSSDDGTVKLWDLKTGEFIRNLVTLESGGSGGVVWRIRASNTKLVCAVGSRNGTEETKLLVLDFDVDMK
TEAD-YAP inh = TEAD-YAP interaction inhibition; HEK-TIYL cells, TEAD-Gal4/YAP UAS-luciferase luminescence; inhibition, % at 9.12 µM; 640,000 tested, 1.4% active; in the data active = inhibition above about 32%;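 also: 0% = median of test compound wells and 100% = reference inhibitor wells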
MITF inh = human MITF inhibition, primary screen. O75030. AlphaScreen MITF homodimerization, bead proximity signal. inhibition, % at 2.6 µM. 650,000 tested, 0.91% active; in the data active = inhibition above about 50%;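 also: 0% = vehicle wells with protein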
* marks the source's active call; other numbers are inactive results.

SMILES	GPR151 activ	FBW7 activator	TEAD-YAP inh	MITF inh
Cc1ccc(-c2c(NCCCN(C)Cc3ccccc3)c(=O)c2=O)cc1	0.2	-0.1	3.3	1.5
CN(C(=O)c1ccc(N2CCOCC2)c([N+](=O)[O-])c1)C1CCCCC1	1.0	0.6	-8.2	17.7
COC(=O)CSc1nnc2n(CC(=O)NC3CCCCC3)c3ccccc3n12	1.0	-0.1	-23.8	-0.3
O=C(CNC(=O)c1ccccc1)OCC(=O)c1ccc(Cl)c(Cl)c1	-1.3	-0.2	-2.9	-3.0
COc1ccc(CC(=O)NCCn2nc(-c3cccs3)ccc2=O)cc1	1.8	0.5	-1.3	-11.9
COc1ccc(S(=O)(=O)n2c(SCc3c(F)cccc3F)nc3ccccc32)cc1	-0.1	-0.3	-15.7	6.1
CCCC12CN3CC(C)(CN(C1)C31C(=O)N(CC)c3ccccc31)C2=O (configuration not stated)	2.7	-0.1	7.2	22.9
O=C(Cc1cc(=O)[nH]c(=O)[nH]1)N1CCN(C(=O)c2ccco2)CC1	-0.3	0.1	4.0	-1.5

An excerpt of these results, with values under each structure.
Sequence of screens: GPR151 activ	FBW7 activator	TEAD-YAP inh	MITF inh
CN(C(=O)c1ccc(N2CCOCC2)c([N+](=O)[O-])c1)C1CCCCC1
    1.0	0.6	-8.2	17.7
COC(=O)CSc1nnc2n(CC(=O)NC3CCCCC3)c3ccccc3n12
    1.0	-0.1	-23.8	-0.3
O=C(CNC(=O)c1ccccc1)OCC(=O)c1ccc(Cl)c(Cl)c1
    -1.3	-0.2	-2.9	-3.0
COc1ccc(CC(=O)NCCn2nc(-c3cccs3)ccc2=O)cc1
    1.8	0.5	-1.3	-11.9
COc1ccc(S(=O)(=O)n2c(SCc3c(F)cccc3F)nc3ccccc32)cc1
    -0.1	-0.3	-15.7	6.1

(next part)
SMILES	GPR151 activ	FBW7 activator	TEAD-YAP inh	MITF inh
Cc1cc(/C=C(\C#N)C(=O)O)c(C)n1-c1cccc2ccccc12	-1.4	0.1	-1.3	7.0
CCC1(c2ccc(F)cc2)C(=O)Nc2ccccc21 (configuration not stated)	-0.8	0.0	7.5	-15.2
COc1ccc(C(C)(C)C)cc1S(=O)(=O)N1CCC(C(N)=O)CC1	1.5	0.6	10.7	13.6
CCOC(=O)c1c(NC(C)=O)sc2c(OC(=O)CCl)c(Br)ccc12	-0.1	-0.3	5.6	-5.5
CC(=O)Nc1nc(C(=O)Nc2ccc3nc[nH]c3c2)cs1	0.3	0.0	8.3	4.4
COc1ccc(-c2csc(N3C(=O)CNC3=S)n2)cc1	1.1	1.1	-60.5	8.8
COc1ccc(O)c(C(=O)CC(=O)c2cccc(C)c2)c1	-2.3	0.2	-5.4	-0.4
COc1ccc(C2CC(=O)C3=C(C2)Nc2ccccc2NC3c2ccc(NC(C)=O)cc2)cc1OC (configuration not stated)	-1.1	0.5	11.4	14.8
Cc1cccc(NC(=O)NCc2ccc3c(c2)cc(C)n3C)c1	0.5	-0.2	-3.3	-7.0
Cc1ccc(-c2ccc(/C=C(\C#N)c3nc4ccccc4[nH]3)o2)cc1Cl	-0.7	0.2	-4.4	-1.9
COc1ccc2nc(-c3ccc(C)c(NS(=O)(=O)c4cc(C)ccc4OC)c3)cn2n1	-1.0	-0.2	-16.5	-4.4
CCc1nnc(NC(=O)CCN2C(=O)C3C4C=CC(C4)C3C2=O)s1 (configuration not stated)	0.8	-0.1	4.1	-2.0
COCCCNc1ncnc2ccc(Br)cc12	1.1	0.0	29.4	1.6
O=C(CSCc1ccccc1)NCCS(=O)(=O)N1CCN(c2ncccn2)CC1	-0.1	0.2	11.1	6.9
N#C/C(=C\Nc1ccc(C(N)=O)cc1)c1nc(-c2ccc(Cl)cc2)cs1	0.3	0.2	0.7	2.1
O=C1c2cccnc2C(=O)N1Cc1ccc(S(=O)(=O)N2CCCc3ccccc32)cc1	5.9*	-0.1	2.3	6.2
Cc1cc(C)n(C(=O)CNC(=O)C(c2ccccc2)c2ccccc2)n1	-0.7	0.0	1.8	4.2
COc1cc(N/C=C2\C(=O)c3sccc3C2NC(=O)C(F)(F)F)cc(OC)c1 (configuration not stated)	1.0	-0.1	-3.0	-9.4
CCOC(=O)C1CCCN(C(=O)c2ccc3c(c2)OCO3)C1 (configuration not stated)	-1.2	-0.1	-9.0	-19.0
COc1cccc(OCCNC(=O)c2ccccc2Sc2ccccc2C#N)c1	0.5	0.2	7.5	6.8
COc1ccc(C)cc1NC(=O)c1ccc(CNc2c(N3CCC(C)CC3)c(=O)c2=O)cc1	-0.5	-0.2	-7.8	-9.6
O=C(O)CNc1ccc(C(F)(F)F)cc1[N+](=O)[O-]	-0.5	-0.1	0.0	-7.1
CCS(=O)(=O)N1CCN(C2CCCC2)CC1	2.5	-0.1	-2.6	33.7
O=C(c1cc(Sc2ccc(Cl)cc2)nc2ccccc12)N1CCC2(CC1)OCCO2	-0.3	0.0	-7.5	10.0
O=C(O)CCC(=O)NCCC(c1ccccc1)c1ccccc1	0.8	-0.2	-1.6	3.4
c1ccc(-n2cnc3c(NCCN4CCOCC4)nc(NCc4cccnc4)nc32)cc1	-0.6	0.1	11.3	9.3
COc1ccc(S(=O)(=O)N(CC(=O)N(C)C)c2ccc(F)cc2)cc1OC	2.1	-0.5	1.5	-2.0
Cc1nc(-c2ccc(NC(=O)c3cc4ccccc4oc3=O)cc2)cs1	1.8	0.1	1.4	2.8
O=C(O)C1CCCCC1C(=O)NCCc1cccc(Cl)c1 (configuration not stated)	-1.3	0.1	-3.5	5.6
COCC1CCCCN1C(=O)c1cc(COc2ccc(F)cc2Cl)on1 (configuration not stated)	-0.3	0.2	-21.5	3.6
O=C1c2[nH]nc(-c3ccccc3)c2C(c2ccc([N+](=O)[O-])cc2)N1c1ccccc1 (configuration not stated)	-0.4	0.1	-0.7	9.5
Nc1c(C(=O)Nc2ccc([N+](=O)[O-])cc2)sc2nc3c(cc12)CCC3	-1.0	0.4	-40.2	10.9
COc1ccc(Br)cc1C1SCCN1S(=O)(=O)c1ccc(C)c([N+](=O)[O-])c1 (configuration not stated)	1.1	-0.1	-7.5	-3.1
Clc1cccc(-c2cnc(Nc3ccc(N4CCOCC4)cc3)c3nccn23)c1	1.0	0.0	4.3	-8.1
c1ccc2nc(Nc3ccc(-n4cnc(N5CCOCC5)n4)cc3)ncc2c1	-2.1	1.2	10.7	33.7
O=C(NCCCN1CCCC1=O)c1ccc(CNS(=O)(=O)c2ccc(F)cc2)cc1	0.2	0.1	-0.1	0.6
O=C(CCCOc1ccc(Cl)cc1Cl)Nc1cccc(Br)c1	-1.6	0.0	7.6	6.7
CCCNC(=O)c1cc2nc(-c3ccc(OCC)cc3)cc(C)n2n1	0.9	-0.1	12.0	-8.4
CCOC(=O)N1CCC(c2cc(=O)n3[nH]c(-c4ccccc4)cc3n2)CC1	-1.6	-0.1	0.5	1.5
O=C1CCN(C(=O)/C=C/c2ccccc2)c2ccccc21	0.3	-0.1	-42.6	3.3
Cc1cc(C)nc(SCC(=O)Nc2ccc(N3CCOCC3)c(Cl)c2)n1	2.9	-0.1	31.9*	-3.8
N#C/C(=C(/O)COC(=O)CCc1nc2ccccc2c(=O)[nH]1)c1nc2ccccc2[nH]1	-1.8	-0.5	-2.7	1.9
Cc1ccccc1C(=O)NNC(=O)CCC(=O)O	-1.0	-0.1	1.7	6.1
Clc1cccc(C2Oc3ccc(Cl)cc3C3CC(c4ccco4)=NN32)c1 (configuration not stated)	-0.3	0.4	8.5	5.5
O=C(Nc1cc(NC(=O)c2ccccc2I)ccc1Cl)c1ccccc1	2.2	0.0	-6.9	10.1
CCOc1cc2nccnc2cc1OCC	0.0	0.0	-3.3	20.9
CCOc1ccccc1N(C)C(=O)c1cn(CC(C)C)c(=O)c2cc(OC)c(OC)cc12	-0.5	0.1	-12.8	0.4
O=S(=O)(CC(O)CSc1ccccc1)c1ccccc1 (configuration not stated)	-1.1	0.1	-1.1	4.2

Looked up above:
COc1ccc(C)cc1NC(=O)c1ccc(CNc2c(N3CCC(C)CC3)c(=O)c2=O)cc1 in GPR151 activ has -0.5
COc1ccc2nc(-c3ccc(C)c(NS(=O)(=O)c4cc(C)ccc4OC)c3)cn2n1 in FBW7 activator has -0.2

Further structures
SMILES	GPR151 activ	FBW7 activator	TEAD-YAP inh	MITF inh
N=C(CC1CC(=O)NC(=O)C1)C1=C(O)CCCC1=O	0.8	-0.1	-5.2	-11.4
Cc1ccc(Oc2ccc(NC(=O)c3ccc(Br)c([N+](=O)[O-])c3)cc2)cc1	1.4	-0.1	20.9	7.2
CCc1n[nH]c(=S)n1/N=C/c1ccc[nH]1	-0.9	-0.1	-3.0	-3.5
CC(=O)N1N=C(c2ccccc2O)CC1c1ccc(F)cc1 (configuration not stated)	1.9	0.1	11.7	8.8
CC(=O)Nc1ccccc1OCCOCCOc1ccccc1NC(C)=O	-1.2	0.0	-3.7	5.8
CCOC(=O)C1CCCN(S(=O)(=O)c2ccc3c(c2)n(C)c(=O)c(=O)n3C)C1 (configuration not stated)	-0.6	0.0	5.2	-6.5
O=C(Nc1ccc([N+](=O)[O-])cn1)C(c1ccccc1)c1ccccc1	-0.8	0.5	5.7	7.8
CCOc1ccccc1/C=C/C(=O)Nn1cc(C(=O)OC)c2ccccc2c1=O	-0.2	0.0	4.4	-10.4
COc1cc(OC)c(OC)cc1/C=C1\C(=O)Nc2ccc(Br)cc21	1.4	-0.1	4.8	-0.1
CCN(CC)C(=O)c1sc(NC(=O)CCCOc2ccc(Cl)cc2C)c(C(=O)OC)c1C	-0.6	0.0	-8.2	-19.7
COCCNC(=O)Cc1ccc(NC(=O)COc2ccc(F)cc2)cc1	-1.7	0.1	-6.8	-2.2
CCn1c(SCC(=O)N2CCCCC2)nnc1-c1c[nH]c2ccccc12	-0.3	-0.1	-2.0	-5.6
NC(N)=NS(=O)(=O)c1ccc(NC(=S)Nc2ccc(F)cc2)cc1	0.9	0.1	0.5	2.8
Cn1c(C(=O)NCc2ccc3c(c2)OCO3)cc2sccc21	-1.3	0.0	4.6	-11.0
O=C(NCc1cccnc1)C1CC12CCN(Cc1ccccc1)CC2 (configuration not stated)	0.9	0.2	-5.6	-21.3
Cc1cc(Cl)ccc1N1C(=O)/C(=C\c2ccccc2)N=C1c1ccccc1	0.5	0.3	9.6	5.3
O=C(CN1C(=O)c2ccccc2C1=O)OCCN(C1=NS(=O)(=O)c2ccccc21)c1ccccc1Cl	0.0	0.0	-8.8	-10.9
CC(C)CCN(C)C1CCN(S(=O)(=O)c2ccc(F)cc2)CC1	-0.3	0.1	-1.0	-4.9
O=C(c1cccnc1)N1CCCC(c2[nH]ncc2-c2ccccc2)C1 (configuration not stated)	0.9	-0.1	-0.5	11.3
CCOCCOC(=O)C1=C(C)NC(=O)NC1c1ccccc1Br (configuration not stated)	0.7	-0.1	-9.8	2.3
O=[N+]([O-])c1ccc(N/N=C/C=C/c2ccccc2)c([N+](=O)[O-])c1	0.1	0.0	5.2	-2.8
O=C(Nc1c2c(nn1-c1ccc(F)cc1)CS(=O)(=O)C2)c1ccccc1C(F)(F)F	0.5	0.1	1.6	15.2
COc1cccc(CN2CCN3C(=O)[C@@H]4C[C@@H](O)CN4C(=O)[C@H]3C2)c1	0.0	-0.1	-0.8	5.3
O=C(CCc1ccccc1)Oc1ccc(NC2=NS(=O)(=O)c3ccccc32)cc1	-1.5	0.0	3.5	11.9
COC(=O)C1C2C=CC3(CN(C4CCCC4)C(=O)C13)O2 (configuration not stated)	0.1	-0.3	-1.2	-5.9
CCOC(=O)CSCC(=O)Nc1cccc(C)c1C	-1.2	0.0	13.0	3.7
O=C(CSc1nnc(NC(=O)c2ccccc2)s1)NO	1.7	-0.1	-11.4	1.7
CC1(C)C2CC=C(/C=N/NC(N)=O)C1C2 (configuration not stated)	1.7	0.1	3.0	3.4
CCOC(=O)CN(Cc1cc(OC)c(OC)c(OC)c1)S(=O)(=O)c1cccc(Cl)c1	1.6	0.0	-3.5	1.7
COc1ccc(/C=C/c2c([N+](=O)[O-])c(=O)n(C)c(=O)n2C)c(OC)c1OC	-0.1	0.1	7.0	6.2
COCCCNCCOc1ccc(Br)cc1Cl	-0.9	-0.1	0.8	-11.3
CC12CC3CC(C)(C1)CC(C(=O)NC1=NCCS1)(C3)C2	-1.0	-0.1	0.5	4.4
Cc1noc(/C=C/N(C)C)c1S(=O)(=O)N(C)Cc1ccc(F)cc1	0.4	0.3	-1.8	-10.1
Cc1ccc(N2C(=O)c3ccc(F)cc3C2=O)cc1C	2.9	-0.1	18.8	24.7
Cc1cccc(NC(=O)c2cnn3cccnc23)c1	-3.6	0.0	-20.8	-4.6
CC1(C)CC(NS(=O)(=O)c2ccccc2)CC(C)(C)N1	0.9	0.1	-0.4	17.6
CC(=O)N1CCc2cccc(NC(=O)c3ccc(C(F)(F)F)cc3)c21	-1.0	-0.1	-10.5	-3.1
COC(=O)c1c(NC(=S)NN2CCN(C)CC2)sc2c1CCC2	4.6	-0.1	6.0	-2.5
O=S(=O)(c1ccc(Br)cc1)N1CCC(Nc2ccc3cnccc3c2)CC1	1.1	-0.1	18.2	12.2
